# Source: PubChem (several laboratories)
# Large T inhibition = TAg ATPase/helicase activity blockers – biochemical (AID 1903). SV40 large T antigen ATPase/helicase inhibition assay; higher % means a stronger effect. inhibition, % at 20 µM; hits with a dose series show IC50 in µM. actives 0.39% (n = 310,000); in the data active = a potency from the dose series; inconclusive = inhibition mostly from about 32% at the one dose, without a potency; inactive = the rest, 99 in 100 with inhibition below about 32%; also: strong numbers were not always called active
# Salmonella PhoP GFP = PhoP-dependent GFP reporter repression – Salmonella Typhimurium, primary screen (AID 1863); S. Typhimurium PhoP-regulated promoter GFP reporter, 4 h; higher % means a stronger effect; inhibition, % at 50 µM; hits with a dose series show IC50 in µM; actives 0.16% (n = 300,000);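 active = inhibition over 29.93%, a cutoff 3 SD above the screen mean, later confirmed by dose response; inconclusive = inhibition over 29.93% but no dose response follow-up; inactive = inhibition at most 29.93% or unconfirmed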;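 also: 0% = low Mg2+ inducing control and 100% = high Mg2+ repressing control; strong numbers were not always called active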
# RSV antiviral HEp-2 = inhibition of RSV-induced cytopathic effect – HEp-2 cells, primary 10 µM value included (AID 2391). HEp-2 cells, RSV-induced CPE inhibition; higher % means a stronger effect. CPE inhibition, % at 10 µM; hits with a dose series show IC50 in µM. actives 0.13% (n = 310,000); in the data active = a potency from the dose series; inconclusive = CPE inhibition mostly from about 23% at the one dose, without a potency; inactive = the rest, 99 in 100 with CPE inhibition below about 21%; also: strong numbers were not always called active
# Dengue-2 NS5 capping = flavivirus cap methylation enzyme inhibition – biochemical, confirmation dose response, primary screen (AID 588689) | Dengue-2 NS5 methyltransferase capping enzyme assay, biochemical; higher % means a stronger effect | one-dose inhibition, % at 25 µM; IC50 in µM for titrated hits | actives 0.3% (n = 340,000); in the data active = a potency from the dose series; inconclusive = inhibition above about 29% without an active follow-up result
# MgcRacGAP inhibition = MgcRacGAP GTPase-activating activity inhibitors, confirmation, biochemical, ADP Hunter fluorescence | MgcRacGAP-stimulated Rac1 GTP hydrolysis, ADP Hunter fluorescence; higher % means a stronger effect; GST-tagged Rac1 F28L mutant substrate | one-dose inhibition, % at 30 µM; IC50 in µM for titrated hits | actives 0.6% (n = 340,000);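 active = first-screen hits whose inhibition reached a set limit at any dose in the follow-up dose series; inconclusive = inhibition above the set first-screen limit but never retested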;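 also: fluorescence reports GDP produced by GAP-driven GTP hydrolysis; strong numbers were not always called active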
# GPR35 arrestin U2OS = GPR35 antagonists blocking zaprinast-driven arrestin recruitment, primary screen, imaging, U2OS, beta-arrestin-GFP, zaprinast agonist (AID 2058); U2OS GPR35 beta-arrestin-GFP translocation imaging, zaprinast antagonism; higher % means a stronger effect; inhibition, % at 10 µM, or IC50 in µM where a hit was titrated; actives 0.052% (n = 290,000);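 active = inhibition of at least 50% with at least 30 cells and total cytoplasm GFP at most 10,000,000; inconclusive = under 30 cells or total GFP of 10,000,000 plus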
# HIV fusion peptide = cell-free HIV fusion peptide-binding blockers – biochemical, uHTS, fluorescence dequenching, primary screen (AID 1986); actives 0.3% (n = 290,000); one-dose inhibition, % at 20 µM; IC50 in µM for titrated hits; cell-free peptide binding, fluorescence dequenching, 30 min; higher % means a stronger effect; in the data active = inhibition mostly above about 52%, no sharp cut-off; inactive = mostly below about 76%; also: some results filed as inactive read as strong as hits
# GPR55 LPI antagonism = inhibition of LPI-stimulated GPR55 beta-arrestin translocation – imaging, U2OS, beta-arrestin-GFP, LPI agonist, primary screen (AID 2013); U2OS GPR55 beta-arrestin-GFP translocation imaging, LPI antagonism; higher % means a stronger effect; one-dose inhibition, % at 10 µM; IC50 in µM for titrated hits; actives 0.13% (n = 290,000);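 active = spots per cell inhibited over 60%, with over 100 cells counted and total cytoplasm intensity under 500,000; inconclusive = wells with under 100 cells, flagged as likely toxic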;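 also: U2OS cells stably carrying GPR55 and arrestin-GFP stimulated by 5 µM LPI near EC80; imaged beta-arrestin-GFP aggregate spots per cell after agonist stimulation; plate controls were LPI-stimulated DMSO wells for no effect and DMSO wells without LPI for full effect; some results filed as inactive read as strong as hits; confirmed hits need IC50 under 10 µM and bright autofluorescent wells are also inconclusive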
# K1F lysis inhibition = protection from phage-mediated lysis, alamar blue read-out – E. coli UTI89, K1F phage, bacterial capsule biogenesis inhibitors (AID 488966). E. coli UTI89 K1F phage lysis, alamar blue, 2 h; higher % means a stronger effect. inhibition, % at 100 µM; hits with a dose series show IC50 in µM. actives 0.02% (n = 340,000);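 active = phage lysis inhibition, versus mean bacterial control, above a set limit; inconclusive = no clear call, values can overlap the other calls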;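 also: capsule biogenesis inhibitors block K1F phage lysis so surviving cells raise fluorescence; higher fluorescence means more inhibition of phage lysis; actives were called in the ten point dose series up to 300 µM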
# An asterisk follows results filed as active; i = inactive; ? = inconclusive; · = not tested or not shown; [ ] = dose if it differs, or a comment.
SMILES,Large T inhibition,Salmonella PhoP GFP,RSV antiviral HEp-2,Dengue-2 NS5 capping,MgcRacGAP inhibition,GPR35 arrestin U2OS,HIV fusion peptide,GPR55 LPI antagonism,K1F lysis inhibition
CSc1ncc(CN2CCCC(C(=O)Nc3ccc(-c4ccco4)cc3)C2)cn1 (configuration not stated),59%,5%,2.8%,-25%,13%,-4%,18%,8%,i
O=C(Nc1ccc([N+](=O)[O-])cc1)c1cc2ccccc2nc1Cl,14%,-9%,3.9%,-11%,4%,-9%,-0.1%,-1%,0.1%
Cc1ccc2c(c1)N(CC(=O)N1CCC(C)CC1)C(=O)c1cccnc1O2,4%,-2%,0.9%,-7%,-1%,3%,-0.6%,?,0.2%
CCOC(=O)C1(CCC(C)C)CC(CSc2nc3ccccc3[nH]2)OC1=O (configuration not stated),1%,4%,9.8%,-1%,8%,-3%,2.8%,-1%,-0.1%
NC(=O)CCN1CCN(CCOC2Cc3cc(Cl)ccc3Sc3ccccc32)CC1 (configuration not stated),21%,-4%,7.0%,-4%,7%,9%,3.1%,13%,1.2%[50 µM]
CC1CC(=O)N(CC(=O)NCc2ccco2)c2ccccc2S1 (configuration not stated),1%,3%,0.6%,0%,11%,1%,-0.8%,-2%,8.4%
CCN(CC)S(=O)(=O)c1ccc(/C=C/C(=O)O)cc1,10%,-1%,-0.9%,4%,4%,10%,0.6%,10%,5.9%
Cc1cc(C)cc(-n2nc(C)cc2N)c1,1%,32%,0.7%,-2%,1%,12%,-1.0%,12%,7.4%
CCC(C)NC(=O)C1CCN(S(=O)(=O)c2cc([N+](=O)[O-])ccc2Cl)CC1 (configuration not stated),23%,-16%,-2.8%,1%,6%,-11%,0.1%,6%,0.4%
COc1ccc(S(=O)(=O)Nc2ccc(O)c(Sc3ncn[nH]3)c2)cc1,21%,2%,4.8%,-3%,19%,-1%,3.5%,4%,0.4%
CC(C)CCn1c(C(C)O)nc2ccccc21 (configuration not stated),6%,-10%,0.8%,-8%,10%,-6%,1.5%,2%,0.5%
O=S(=O)(NC(=S)NC1CCCCC1)c1ccccc1,7%,4%,1.3%,1%,3%,-6%,-0.5%,-1%,0.2%
Cc1nnc(SCCn2c(N(C)Cc3ccccc3)nc3c2c(=O)[nH]c(=O)n3C)s1,7%,0%,3.7%,-3%,2%,4%,0.5%,3%,0.2%
CCN(CC)C(=O)c1ccccc1NS(=O)(=O)c1ccc(C)cc1,1%,6%,1.3%,0%,8%,2%,-0.9%,15%,-0.3%
N#CSCC(=O)c1cccc2ccccc12,21µM*,7%,4.5%,-17%,?,-2%,0.5%,20%,-14%
COC(=O)c1ccccc1NC(=O)C1CC(=O)N(c2ccc(OC)cc2)C1 (configuration not stated),5%,-1%,-0.7%,-3%,-2%,0%,0.3%,-6%,0.4%
O=C(Nc1ccc(C(=O)O)cc1)/C(=C/c1ccc2c(c1)OCO2)NC(=O)c1cccc(Br)c1,-101%,-1%,4.9%,13%,13%,1%,23%,2%,0.1%
O=c1[nH]c(/C=C\c2cccc(C(F)(F)F)c2)nc(O)c1[N+](=O)[O-],·,·,·,2%,13%,-8%,6.6%,1%,?
COc1ccc(NC(=O)CC2C(=O)N(C)C(=S)N2CCc2ccccc2)cc1 (configuration not stated),-4%,-10%,53%,-5%,6%,1%,4.9%,-1%,1.2%
Cc1cc(C)cc(NC(=O)N2CCC(NC(=O)c3ccccc3C)CC2)c1,5%,-6%,2.2%,-2%,5%,19%,-3.9%,7%,3.5%
Cc1n[nH]c(C)c1S(=O)(=O)N1CCCCCC1,7%,-5%,1.0%,8%,-1%,0%,0.6%,4%,-0.3%
O=C(CN1C(=O)NC2(CCCCC2)C1=O)Nc1ccc(S(=O)(=O)N2CCOCC2)cc1,7%,-2%,0.6%,-3%,5%,-8%,-1.4%,-7%,2.2%
Cc1ccc(NC(=O)OC(C)CNC(=O)Oc2cccc(C)c2)cc1 (configuration not stated),4%,-1%,8.5%,-12%,6%,1%,0.1%,2%,-0.4%
O=C(Nc1ccc(Cl)cc1)c1cc(S(=O)(=O)Nc2ccccn2)ccc1Cl,8%,-3%,3.0%,-6%,6%,-10%,2.6%,6%,-0.1%
CC(C)C1CC(C(=O)Nc2ccccc2)C(=O)O1 (configuration not stated),10%,·,·,-2%,10%,·,·,·,-0.8%
# Continued.
SMILES,Large T inhibition,Salmonella PhoP GFP,RSV antiviral HEp-2,Dengue-2 NS5 capping,MgcRacGAP inhibition,GPR35 arrestin U2OS,HIV fusion peptide,GPR55 LPI antagonism,K1F lysis inhibition
CN1CCN(C(=O)C2CCN(S(=O)(=O)c3ccc(F)cc3)CC2)CC1,21%,5%,0.1%,4%,-6%,-6%,0.0%,-10%,0.0%
Cc1cc(C)nc(-n2nc(C)cc2NC(=O)c2cccc(S(=O)(=O)N(C)C)c2)n1,·,·,1.8%,·,·,-11%,5.5%,-3%,·
CC(=O)c1sc(NC(=O)COc2ccccc2)nc1C,3%,-4%,-0.3%,-2%,0%,6%,-1.5%,2%,-0.3%
CCCc1cc2c(-c3ccccc3)cc(=O)oc2cc1OCc1ccc(C(=O)O)o1,36%,-6%,3.6%,23%,9%,6%,52%,4%,-2.0%
COc1ccc(S(=O)(=O)N2CCCCC2)cc1NC(=O)c1cccnc1SC,19%,-9%,4.6%,-9%,10%,-3%,0.6%,-5%,0.5%
O=C(COC(=O)C1CCN(c2ccc(C(F)(F)F)cn2)CC1)Nc1ccc(Cl)cc1,10%,-4%,-0.7%,-3%,4%,·,·,·,-1.5%[50 µM]
CC1(C)Cc2c(c(=S)nc(-c3ccccc3)n2CCO)CO1,3%,-5%,4.2%,·,7%,-2%,-2.0%,-6%,0.0%
Cc1sc(NC(=O)CCCC(=O)O)c(C(N)=O)c1-c1ccccc1,21%,3%,-0.3%,-2%,12%,0%,0.6%,-1%,-1.2%
O=C(CCn1cnc2ccccc2c1=O)Nc1ccc(S(=O)(=O)N2CCCCC2)cc1,9%,11%,2.8%,-2%,2%,-1%,1.2%,-8%,0.7%
CN1CCN(C2=CC(=O)OC23CCCCC3)CC1,23%,-3%,2.6%,-8%,10%,-3%,3.1%,-1%,-1.1%
O=C(NCCCN1CCN(c2ccccc2F)CC1)C1CCC(=O)N1C1CCCC1 (configuration not stated),20%,1%,1.1%,-2%,-8%,-2%,-0.3%,1%,0.1%
CCOc1ccc(OCCCC(=O)N(C)CC(=O)Nc2ccc(N3CCOCC3)cc2)cc1,16%,1%,1.4%,-2%,-2%,·,·,·,0.8%[50 µM]
CC(Sc1ccc2ccccc2c1)C(=O)NC(N)=O (configuration not stated),13%,5%,-1.1%,-7%,6%,-12%,-0.4%,1%,0.3%
Cc1ccc(C(=O)N/C(=C/C=C\c2ccccc2)C(=O)NCc2ccco2)cc1,23%,-7%,2.8%,-5%,14%,-2%,-1.8%,-19%,0.6%
CCc1cccc2c1NC(=O)C21N2CCCC2C(C(=O)c2ccc3ccccc3c2)C12C(=O)Nc1ccccc12 (configuration not stated),18%,19%,19%,-10%,6%,-6%,6.0%,22%,1.6%
Cc1cc2ncn(CC3CC3(Cl)Cl)c2cc1C (configuration not stated),5%,1%,0.7%,-2%,4%,13%,-1.2%,-6%,-0.3%
CCCC(=O)Nc1ccccc1NC(=O)c1ccc(OCC)c(OCC)c1,5%,4%,0.6%,3%,2%,-4%,-0.4%,13%,0.4%
O=C(Cn1ccc([N+](=O)[O-])n1)N1CCc2ccccc21,7%,-4%,0.5%,-5%,6%,-19%,-0.1%,-2%,0.1%
O=C(Nc1cc(F)ccc1F)C1CCN(S(=O)(=O)c2cccc3nonc23)CC1,9%,0%,4.0%,-10%,10%,9%,0.6%,4%,-0.3%
COc1ccc(-c2csc(NCc3ccco3)n2)cc1C,12%,-3%,5.0%,-21%,17%,5%,3.0%,20%,1.2%
COc1ccc2cc(C(=O)N3CCCC(Nc4ccc(F)cc4)C3)n(C)c2c1 (configuration not stated),10%,-5%,3.9%,-10%,6%,8%,0.6%,-6%,-0.1%
Cc1ccccc1NC(=O)NCCCN1CCCC1,1%,0%,0.6%,-5%,-7%,8%,-0.4%,10%,6.7%
CCn1c(CS(=O)Cc2ccc(Cl)cc2Cl)nnc1SCc1c(Cl)cccc1Cl (configuration not stated),0%,-8%,-0.3%,-6%,3%,6%,0.1%,10%,1.1%
O=C(CCNC(=O)c1ccc([N+](=O)[O-])cc1)Nc1ccc(F)c(F)c1F,2%,8%,0.3%,-4%,-2%,6%,-1.9%,10%,0.0%
CC(Oc1ccc(Cl)cc1)c1ccnc(N)n1 (configuration not stated),-8%,-6%,1.4%,-4%,-3%,-1%,0.7%,-9%,-0.4%
CCOc1c(Br)cc(CNC2CCCCCCC2)cc1OC,0%,0%,-1.9%,-8%,17%,-27%,-0.2%,14%,0.5%
Cc1ccc(S(=O)(=O)N2CCN(C3CC(=O)N(CCc4ccccc4)C3=O)CC2)cc1C (configuration not stated),2%,-5%,7.4%,-5%,3%,1%,1.0%,·,-1.3%
O=C(CCNC(=O)c1ccc(Cl)cc1)NC1CCCCCC1,·,·,-0.7%,-5%,4%,·,·,·,0.6%[50 µM]
COc1ccc(CC(C)N2CCN(c3ccccc3OC)CC2)cc1OC (configuration not stated),8%,-1%,-0.9%,-3%,6%,5%,2.0%,4%,-0.7%

# Complete entries from above.
# Shown for COc1ccc(CC(C)N2CCN(c3ccccc3OC)CC2)cc1OC (configuration not stated) → Large T inhibition: 8%; Salmonella PhoP GFP: -1%; RSV antiviral HEp-2: -0.9%; Dengue-2 NS5 capping: -3%; MgcRacGAP inhibition: 6%; GPR35 arrestin U2OS: 5%; HIV fusion peptide: 2.0%; GPR55 LPI antagonism: 4%; K1F lysis inhibition: -0.7%
# Shown for CSc1ncc(CN2CCCC(C(=O)Nc3ccc(-c4ccco4)cc3)C2)cn1 (configuration not stated) → Large T inhibition: 59%; Salmonella PhoP GFP: 5%; RSV antiviral HEp-2: 2.8%; Dengue-2 NS5 capping: -25%; MgcRacGAP inhibition: 13%; GPR35 arrestin U2OS: -4%; HIV fusion peptide: 18%; GPR55 LPI antagonism: 8%; K1F lysis inhibition: i

# An excerpt from above, reduced to Dengue-2 NS5 capping.
SMILES	Dengue-2 NS5 capping
CN1CCN(C2=CC(=O)OC23CCCCC3)CC1	-8%
Cc1ccc(C(=O)N/C(=C/C=C\c2ccccc2)C(=O)NCc2ccco2)cc1	-5%
